ATXN viability: Viability Counterscreen for Primary qHTS for Inhibitors of ATXN expression; Potency, µM (highest dose often 56.7 µM), most hits filed as cytotoxic; S2 cells (HEK-293 line with an ATXN2-luciferase reporter) viability, CellTiter-Fluor protease fluorescence, 24 h; AID 651635, 2014; 0.49% of 400,000 active; note: potency is the fitted concentration of half-maximal effect; nearly all actives have a fitted effect of over 40% in size
Nrf2 block: Nrf2 qHTS screen for inhibitors; 2.1% of 360,000 active; Potency, µM (doses to about 46 µM), inactives show top-dose activity change, negative = inhibition, most hits filed as inhibitors; AID 504444, 2011; A549 ARE-Fluc reporter, luciferase luminescence, 18-24 h; note: potency is the fitted concentration of half-maximal effect; % is set by controls: 0 for no effect and ±100 for the full control effect; nearly all actives have a fitted effect of over 60% in size
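Nrf2 activity is the BugLite luminescence, read 15 min after reagent at room temperature, following CellTiter-Fluor cytotoxicity readout (30 min, 37C). Compound titrations were applied for 18-24 h to 5000 A549 ARE_Fluc cells/well in 5% FBS OPTI-MEM.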
Nrf2 ARE act: qHTS of Nrf2 Activators; 0.31% of 410,000 active; AREc32 ARE-luciferase reporter (MCF7-derived line), luminescence, 24 h; Potency, µM (doses to about 46.1 µM), for the others: at the top dose activation, usual class: activators; note: potency is the fitted concentration of half-maximal effect; % of control where 0% means no effect; nearly all actives have a fitted effect of over 65% in size
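Steps: seed AREc32_Fluc cells (1000/well, 5% FBS OPTI-MEM); incubate overnight at 37 deg C; add 23 nL compound; incubate 24 hr; add Steady-Glo; hold 30 min RT; read luminescence.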
MCF10A rereplic: A quantitative high throughput screen for small molecules that induce DNA re-replication in MCF 10a normal breast cells; 2.9% of 350,000 active; Potency, µM (top dose mostly 46.1 µM), for inactives: top-dose activity, positive = re-replication, hits mostly activators; MCF 10A DNA re-replication, Hoechst nuclear intensity, 48 h; AID 624296, 2012; note: potency is the fitted concentration of half-maximal effect; % of control where 0% means no effect; nearly all actives have a fitted effect of over 50% in size
IL-1B inflam inh: qHTS for Inhibitors of Inflammasome Signaling: IL-1-beta AlphaLISA Primary Screen; AID 743279, 2014; THP-1 LPS/ATP IL-1B secretion, AlphaLISA, 16 h; active compounds read low; activity change, % at 57.5 µM; 4.7% of 360,000 active; in the data active = activity change below about -50%; inconclusive = mostly about -30% to -49%; note: % is set by controls: 0 for no effect and ±100 for the full control effect
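THP-1 cells pretreated 1 hr with compounds (up to 57.5 uM final), then stimulated with LPS (250 ng/mL final) plus ATP (1.25 mM final); secreted IL-1B measured by AlphaLISA after 16 hr, decreased signal indicating inhibition.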
TGFb inhibitor: qHTS for Inhibitors of TGF-b; HepG2 CAGA-GFP TGF-b/SMAD3 reporter, GFP fluorescence, 18 h; TGF-beta stimulated, 500 pg/mL final; AID 588855, 2011; Potency, µM (doses to about 46.1 µM), without a hit: top-dose activity, negative = inhibition, most hits filed as inhibitors; 1.2% of 410,000 active; note: potency is the fitted concentration of half-maximal effect; % is set by controls: 0 for no effect and ±100 for the full control effect; nearly all actives have a fitted effect of over 65% in size
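Using HEPG2 CAGA-GFP reporter cells at 1000 cells/well, we pinned test compounds, stimulated with recombinant TGF-beta (500 pg/mL final) and measured total well GFP after 18 h.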
HepG2 tox: qHTS for Inhibitors of TGF-b: Cytotox Counterscreen | 0.76% of 410,000 active | AID 588856, 2011 | HepG2 CAGA-GFP viability, ATP luminescence, 18 h | Potency, µM (doses to about 46.1 µM), without a hit: at the top dose activity change, negative = cytotoxicity, actives largely listed as cytotoxic; note: potency is the fitted concentration of half-maximal effect; some results filed as inactive show a strong effect at the top dose
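HepG2 CAGA-GFP cells (1000/well, DMEM with 1% FBS) received compound, then TGF-beta at 500 pg/mL final, and were incubated 18 hours at 37 degrees C. Viability was read by CellTiter-Glo luminescence. Media-only wells were set as complete cell-killing and DMSO as no toxicity.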
ATXN2 expr inh: Primary qHTS for Inhibitors of ATXN expression | HEK-293 ATXN2-luciferase reporter, luminescence, 24 h | Potency, µM (titrated, usually from 57 µM), inactives show at the highest dose activity change, negative = inhibition, hits mostly inhibitors | 0.72% of 360,000 active | AID 1745845, 2022; note: potency is the fitted concentration of half-maximal effect; % is set by controls: 0 for no effect and ±100 for the full control effect; nearly all actives have a fitted effect of over 55% in size
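ATXN2-luciferase reporter cells (luciferase flanked by upstream and downstream ATXN2 gene portions) were treated 24 h at 37 °C with compounds at up to 57 uM. SteadyGlo luminescence gave expression; GF-AFC fluorescence gave viability.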
A549 viability: Nrf2 qHTS screen for inhibitors: counterscreen for cytotoxicity; A549 ARE-Fluc cells, CellTiter-Fluor viability, 18-24 h; AID 504648, 2011; 0.16% of 390,000 active; Potency, µM (doses to about 46 µM), for the others: at the top dose activity change, negative = cytotoxicity, most hits filed as inhibitors; note: potency is the fitted concentration of half-maximal effect; % is set by controls: 0 for no effect and ±100 for the full control effect
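A549 ARE_Fluc cells in 5% FBS OPTI-MEM were exposed to compounds in concentration-response for 18-24 h at 37 deg C. Viability was read by CellTiter-Fluor fluorescence (Ex 405/Em 525) after 30 min, before the luciferase read.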
* hit, by the source's call; i = inactive; u = inconclusive; x = no result given; [ ] = remark or other dose. Unless noted, calls come from the whole dose curve; as a rule, active = well fitted curve in the direction sought with a large enough effect; inconclusive = small, poorly fitted or top-dose-only effect, or another doubt; inactive = no such curve, though single readings can be large; an effect the other way counts as inactive or inconclusive. These rows are one share of the data; count on the stated rates, not on these rows.

Assay codes: A = ATXN viability; B = Nrf2 block; C = Nrf2 ARE act; D = MCF10A rereplic; E = IL-1B inflam inh; F = TGFb inhibitor; G = HepG2 tox; H = ATXN2 expr inh; I = A549 viability
> COc1ccc(NC(=O)c2ccc(COCC(F)(F)C(F)F)cc2)cc1
  A: i	B: u	C: 0.3%	D: 1.5%	E: -5.8	F: -1.8%	G: -6.5%	H: 8.2%	I: -15.5%
> CC(Cc1ccccc1)NC(=O)/C=C/C(=O)O (centres undefined)
  A: i	B: -6.1%	C: 0.9%	D: -7.9%	E: -5.2	F: -10.2%	G: 3.4%	H: -15.9%[11.3 µM]	I: -0.1%
> O=C1NC2C(=CC(O)C(O)C2O)c2cc3c(cc21)OCO3 (centres undefined)
  A: u	B: 2.06µM*	C: -1.9%	D: u	E: -101.2*	F: u	G: -3.6%	H: 0.947µM*	I: u
> CCCC[N+]12CCC(CC1)C(C(O)(c1ccccc1)c1ccccc1)C2 (centres undefined)
  A: i	B: -8.9%	C: -0.2%	D: 1.7%	E: -10.2	F: -2.0%	G: -15.4%	H: 2.4%	I: 4.5%
> CN(C)CCN(C(=O)c1cc(Cl)sc1Cl)c1nc2ccc(F)cc2s1
  A: i	B: u	C: 7.2%	D: -0.9%	E: 5.5	F: -10.3%	G: 23.0%	H: 18.1%	I: 4.9%
> CCOc1ccc(N2C(=O)/C(=C/c3ccco3)C(=O)NC2=S)cc1
  A: i	B: -13.3%	C: 0.0%	D: 2.8%	E: -0.4	F: u	G: -47.0%	H: x	I: u
> CC(C)C/C(=N/O)c1cn(C)c2ccccc12
  A: i	B: u	C: -0.6%	D: -26.3%	E: 10.8	F: -24.9%	G: -16.7%	H: 20.6%	I: 0.1%
> COC(=O)C1=C(c2ccc(F)cc2OCc2ccccc2)C[C@@H]2CC[C@H]1N2C(=O)NCCc1ccc(F)cc1
  A: u	B: 18.4µM*	C: -1.5%	D: u	E: u	F: u	G: -6.2%	H: u	I: u
> Cc1ncoc1C(=O)NCC1=C(c2ccc(S(C)(=O)=O)cc2)C[C@@H]2CC[C@H]1N2Cc1ccco1
  A: i	B: x	C: -0.3%	D: x	E: -6.8	F: 11.2%	G: -50.4%	H: 3.6%	I: x
> Fc1ccccc1CNCCc1c[nH]c2ccccc12
  A: i	B: u	C: 0.4%	D: 29.2%	E: -29.1	F: 9.7%	G: -18.0%	H: -22.3%	I: 6.1%
> Cc1ccc(OC(=O)N(C)C[C@H]2OCc3cnnn3CCCC(=O)N([C@H](C)CO)C[C@@H]2C)cc1
  A: i	B: x	C: -0.5%	D: x	E: -21.3	F: -3.2%	G: -42.5%	H: -4.0%	I: x

An excerpt from above in order of molar mass, falling:
Assay codes: A = ATXN viability; B = Nrf2 block; C = Nrf2 ARE act; D = MCF10A rereplic; E = IL-1B inflam inh; F = TGFb inhibitor; G = HepG2 tox; H = ATXN2 expr inh; I = A549 viability
> Cc1ccc(OC(=O)N(C)C[C@H]2OCc3cnnn3CCCC(=O)N([C@H](C)CO)C[C@@H]2C)cc1
  A: i	B: x	C: -0.5%	D: x	E: -21.3	F: -3.2%	G: -42.5%	H: -4.0%	I: x
> CC(Cc1ccccc1)NC(=O)/C=C/C(=O)O (centres undefined)
  A: i	B: -6.1%	C: 0.9%	D: -7.9%	E: -5.2	F: -10.2%	G: 3.4%	H: -15.9%[11.3 µM]	I: -0.1%
> CC(C)C/C(=N/O)c1cn(C)c2ccccc12
  A: i	B: u	C: -0.6%	D: -26.3%	E: 10.8	F: -24.9%	G: -16.7%	H: 20.6%	I: 0.1%

Some values from the results shown.
COC(=O)C1=C(c2ccc(F)cc2OCc2ccccc2)C[C@@H]2CC[C@H]1N2C(=O)NCCc1ccc(F)cc1 in Nrf2 block shows 18.4µM*
CCCC[N+]12CCC(CC1)C(C(O)(c1ccccc1)c1ccccc1)C2 (centres undefined) in A549 viability shows 4.5%
COc1ccc(NC(=O)c2ccc(COCC(F)(F)C(F)F)cc2)cc1 in TGFb inhibitor shows -1.8%
CCOc1ccc(N2C(=O)/C(=C/c3ccco3)C(=O)NC2=S)cc1 in Nrf2 block shows -13.3%
Fc1ccccc1CNCCc1c[nH]c2ccccc12 in HepG2 tox shows -18.0%

Screening data deposited in PubChem by National Center for Advancing Translational Sciences (NCATS).
